Vif-APOBEC3F blk: inhibitors of Vif-A3F interaction; HeLa A3F-eYFP + Vif (tagged APOBEC3F with the HIV-1 protein that degrades it), YFP fluorescence increase; Potency, µM (series often up to 46.1 µM), inactives show at the top dose activity, negative = active; actives 0.2% (n = 390,000); also: % of control where 0% means no effect; nearly all actives have a fitted effect of over 65% in size
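HeLa cells stably expressing A3F-eYFP plus Vif, plated and incubated overnight at 37 deg C, then exposed to compounds overnight at 37 deg C. Blocked degradation read as raised yellow fluorescence (Ex 488/Em 500-530).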
USP1 inh: inhibitors of human USP1/UAF1 deubiquitinase; recombinant USP1/UAF1, Ub-Rhodamine cleavage fluorescence; Potency, µM (titrated, usually from 57.1 µM), for the others: at the highest dose activity change, negative = inhibition, usual class: inhibitors; actives 0.23% (n = 390,000); AID 743255; O94782; also: % is scaled to controls: 0 for no effect and ±100 for the full control effect; nearly all actives have a fitted effect of over 60% in size; inactives centre near -12
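USP1/UAF1 complex at 1 nM was preincubated with compound for 15 min at room temperature, then Ub-Rho substrate (150nM final) was added. Fluorescence (480/540 nm) was read kinetically, 6 reads every 60 seconds.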
TrxR1 substrate: rat thioredoxin reductase 1 substrate activity. O89049. Potency, µM (doses to about 114 µM), for the others: at the highest dose activity change, negative = substrate turnover. actives 0.01% (n = 390,000). purified TrxR1 substrate turnover, NADPH consumption readout; also: % is scaled to controls: 0 for no effect and ±100 for the full control effect; nearly all actives have a fitted effect of over 50% in size
Target sequence (O89049 whole entry, looked up): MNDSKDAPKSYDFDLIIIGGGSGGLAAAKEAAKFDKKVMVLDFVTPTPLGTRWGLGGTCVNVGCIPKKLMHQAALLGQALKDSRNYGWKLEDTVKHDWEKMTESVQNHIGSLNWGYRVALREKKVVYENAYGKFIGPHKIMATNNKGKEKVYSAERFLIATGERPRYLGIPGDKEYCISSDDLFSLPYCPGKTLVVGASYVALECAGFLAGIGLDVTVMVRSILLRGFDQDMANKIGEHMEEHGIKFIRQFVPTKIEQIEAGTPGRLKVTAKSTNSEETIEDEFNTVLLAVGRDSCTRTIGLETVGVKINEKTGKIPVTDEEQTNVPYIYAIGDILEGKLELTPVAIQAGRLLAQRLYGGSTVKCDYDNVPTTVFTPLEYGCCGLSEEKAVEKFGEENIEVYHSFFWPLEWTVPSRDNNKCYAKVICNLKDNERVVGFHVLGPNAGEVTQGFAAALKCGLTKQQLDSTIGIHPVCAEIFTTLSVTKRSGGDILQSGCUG
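Rat TrxR1, dispensed at 90 nM, was prereduced with 400 uM NADPH (final) for 5 min at ~22 deg C, then incubated with compound 15 min before 400 uM selenite. A first-read NADPH fluorescence drop versus no-compound background flagged substrates.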
Vif-APOBEC3G blk: inhibitors of Vif-APOBEC3G interaction; Potency, µM (doses to about 46.1 µM), without a hit: at the top dose activity, negative = active, usual class: inhibitors; HeLa A3G-eYFP + Vif (tagged APOBEC3G with the HIV-1 protein that degrades it), YFP fluorescence, overnight; actives 0.076% (n = 410,000); Q9HC16; AID 602310;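 also: % is scaled to controls: 0 for no effect and ±100 for the full control effect; nearly all actives have a fitted effect of over 60% in size; hits raise eYFP signal because A3G escapes Vif-driven loss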
Target sequence (Q9HC16 whole entry, looked up): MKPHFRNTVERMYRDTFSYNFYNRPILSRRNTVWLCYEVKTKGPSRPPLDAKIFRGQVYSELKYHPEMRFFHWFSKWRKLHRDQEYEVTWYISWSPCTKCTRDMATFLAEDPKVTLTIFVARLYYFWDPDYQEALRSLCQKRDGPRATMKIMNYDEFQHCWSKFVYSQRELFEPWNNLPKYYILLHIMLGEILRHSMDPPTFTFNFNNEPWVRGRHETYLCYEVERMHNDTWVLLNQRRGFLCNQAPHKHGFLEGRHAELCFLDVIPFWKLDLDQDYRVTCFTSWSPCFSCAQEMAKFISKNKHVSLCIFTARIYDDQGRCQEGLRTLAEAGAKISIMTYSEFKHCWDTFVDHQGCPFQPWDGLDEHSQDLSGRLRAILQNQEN
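HeLa cells stably expressing Vif and C-terminally eYFP-tagged A3G, seeded overnight at 37 deg C, then exposed to compound by pintool overnight at 37 deg C. Rise in yellow fluorescence (Ex 488/Em 500-530, Acumen) marks blocked Vif-driven A3G degradation.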
mIDH1 inhibitor: human IDH1 R132H inhibition; actives 0.093% (n = 390,000); Potency, µM (top dose mostly 76.6 µM), for inactives: top-dose activity change, negative = inhibition, most hits filed as inhibitors; IDH1-R132H enzyme, NADPH consumption, diaphorase/resazurin fluorescence; also: % is scaled to controls: 0 for no effect and ±100 for the full control effect; nearly all actives have a fitted effect of over 65% in size
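IDH1-R132H (0.5 ug/mL) preincubated 30 min with compound, then NADPH (0.016 mM) and alpha-KG (2 mM) added; 80 min at RT, pH 7.5. Remaining NADPH coupled via diaphorase/resazurin to fluorescence (540/590 nm); concentration-response curves normalized to no-enzyme control.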
12-LOX inh: inhibitors of human 12S-lipoxygenase ALOX12; P18054; Potency, µM (series often up to 108 µM), for inactives: top-dose activity change, negative = inhibition, actives largely listed as inhibitors; purified 12hLO, xylenol orange hydroperoxide absorbance; actives 1.1% (n = 580,000); also: % is scaled to controls: 0 for no effect and ±100 for the full control effect
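Hydroperoxide product was detected by ferrous iron/xylenol orange as the 573 to 405 nm absorbance ratio. Arachidonic acid at 40 uM (final) was turned over for 30 min at room temperature by 150 nM human 12hLO, pH 7.0 Hepes buffer, after 15 min compound preincubation.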
RXFP1 agonist: agonists of human relaxin receptor RXFP1; Q9HBX9; HEK293T-RXFP1 cAMP TR-FRET, 30 min; response scale: percent of porcine relaxin response, buffer zero; Potency, µM (doses to about 57.5 µM), for the others: top-dose activation, most hits filed as activators; actives 0.3% (n = 370,000); AID 2676; also: % is scaled to controls: 0 for no effect and ±100 for the full control effect; nearly all actives have a fitted effect of over 60% in size; many of its hits are not listed in these tables
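Agonist response is measured as cAMP accumulation in an RXFP1-transfected HEK293T line under PDE4 inhibition. Values are scaled between buffer-only and 29 nM porcine relaxin, and EC50s come from standard Hill equation fits.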
TrxR1 inh: blocks rat thioredoxin reductase 1 | O89049 | Potency, µM (top dose mostly 114 µM), for inactives: top-dose activity change, negative = inhibition, hits mostly inhibitors | recombinant rTrxR1, NADPH fluorescence consumption, selenite substrate | actives 1% (n = 390,000) | AID 588453; also: % is scaled to controls: 0 for no effect and ±100 for the full control effect; nearly all actives have a fitted effect of over 65% in size
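Rat TrxR1 (90 nM in the dispensed reagent) was pre-reduced with 400 uM NADPH for 5 min at room temperature, then incubated with compound for 15 min. After 400 uM selenite was added, NADPH fluorescence (Ex 340/Em 450 nm) was followed for 8 min.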
RGS4 inhibitor: inhibitors of human regulator of G protein signaling 4. Potency, µM (series often up to 114 µM), inactives show top-dose activity change, negative = inhibition, hits mostly inhibitors. P49798. actives 0.039% (n = 390,000). AID 504845. Transcreener GDP fluorescence polarization, RGS4-accelerated GTP hydrolysis; also: % is scaled to controls: 0 for no effect and ±100 for the full control effect; nearly all actives have a fitted effect of over 75% in size; some results filed as inactive show a strong effect at the top dose
Target sequence (P49798 whole entry, looked up): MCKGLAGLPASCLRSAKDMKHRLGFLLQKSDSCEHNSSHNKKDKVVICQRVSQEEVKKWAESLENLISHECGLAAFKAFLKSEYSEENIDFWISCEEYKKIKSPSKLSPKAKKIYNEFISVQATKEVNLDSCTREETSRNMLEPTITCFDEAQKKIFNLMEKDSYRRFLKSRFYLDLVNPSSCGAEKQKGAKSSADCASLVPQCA
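MLSMR compounds (23 nl, pin-transferred) preincubated 10 min at room temperature with a 500nM (2x) first reagent, then RGS4 at 900nM (2x) plus Transcreener GDP mix added; fluorescence polarization (620/688 nm) read before and after 90 min at 30 °C.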
An asterisk follows results filed as active; ? = inconclusive; . = no result given; & = joins results of further samples; [ ] = another dose, or the depositor's remark. Calls follow the shape of the dose curve; as a rule, active = well fitted curve in the direction sought with a large enough effect; inconclusive = small, poorly fitted or top-dose-only effect, or another doubt; inactive = no such curve, though single readings can be large; an effect the other way counts as inactive or inconclusive. Potency is read from the fitted curve at half-maximal effect.

item | Compound | Vif-APOBEC3F blk | USP1 inh | TrxR1 substrate | Vif-APOBEC3G blk | mIDH1 inhibitor
1 | Cc1ccc(NC(=O)CN(C)C(=O)COc2ccccc2-c2ccccc2)cc1 | 0% | -2% | -4% | -2% | -9%
2 | CC(Nc1nc(Nc2ccc(F)cc2)nc(SCC(N)=O)n1)c1ccccc1 (stereo not given) | -8% | -9% | -9% | ? | -19%
3 | CC(C)C(=O)NCC(c1ccc2c(c1)OCO2)N1CCN(c2ccccc2)CC1 (stereo not given) | 0% | -11% | 3%[57.1 µM] | 1% | 2%
4 | COc1cccc(Oc2ccc(N)cn2)c1 | 7% | -5% | 15%[57.1 µM] | 0% | 7%
5 | Cc1nc(NC(CC(C)C)C(=O)O)c2nc(C)oc2n1 (stereo not given) | -7% | -2% | -4% | 0% | 7%
6 | CCC(C)C(=O)Nc1cc(C(=O)OC)cc(C(=O)OC)c1 (stereo not given) | -8% | -15% | -7% | -1% | 0%
7 | CC(=O)c1cccc(NC(=O)COC(=O)CCc2ccc(S(=O)(=O)N3CCOCC3)cc2)c1 | 5% | -22% | -8% | 2% | 14%
8 | CC1CCC2=NN(C(=O)c3ccco3)C(O)(C(F)(F)F)C2C1 (stereo not given) | -15% | -1% | 11%[11.4 µM] | -9% | 6%
9 | O=C(CCCCCNS(=O)(=O)c1ccc(Br)cc1)NCCN1CCOCC1 | 6% | -2% | 2% | -1% | 8%
10 | CCc1ccc(C(=O)c2cn(CC(=O)NC3CCCCC3)c3nc(C)ccc3c2=O)cc1 | -5% | -13% | -6%[57.1 µM] | 1% | -15%
11 | Brc1ccc(/C=C/C=N/Nc2nc3ccccc3s2)cc1 | 1% | -4% | 0% | -8% | 8%
12 | CN(C)C(=O)CSc1nnc(Cc2ccc3c(c2)OCO3)o1 | 8% | -8% | 5% | -5% | 2%

item | 12-LOX inh | RXFP1 agonist | TrxR1 inh | RGS4 inhibitor
1 | -19% | . | 5% | 15%
2 | ? | -3.6% | 19%[57.1 µM] | 17%
3 | -16% | 0.3% | 16%[57.1 µM] | 30%
4 | 7% | -0.4% | 31%[activator][57.1 µM] | -17%
5 | -17% | 1.4% | 9% | 12%
6 | 6% | 0.4% | 6% | -8%
7 | 0% | -0.3% | 12%[57.1 µM] | 25%
8 | -2% | -1.2% | 18%[11.4 µM] | -28%
9 | -8% | -0.1% | 8% | 3%
10 | ? | 0.0% | -2%[57.1 µM] | 18%
11 | 11% | 0.3% | 12% | 3%
12 | 0% | 0.9% | 33% | 1%[56.9 µM]

No new results follow: an excerpt of the list.
item | Compound | Vif-APOBEC3F blk | USP1 inh | TrxR1 substrate | Vif-APOBEC3G blk | mIDH1 inhibitor
1 | Cc1ccc(NC(=O)CN(C)C(=O)COc2ccccc2-c2ccccc2)cc1 | 0% | -2% | -4% | -2% | -9%
2 | CC(Nc1nc(Nc2ccc(F)cc2)nc(SCC(N)=O)n1)c1ccccc1 (stereo not given) | -8% | -9% | -9% | ? | -19%
3 | CC(C)C(=O)NCC(c1ccc2c(c1)OCO2)N1CCN(c2ccccc2)CC1 (stereo not given) | 0% | -11% | 3%[57.1 µM] | 1% | 2%
4 | COc1cccc(Oc2ccc(N)cn2)c1 | 7% | -5% | 15%[57.1 µM] | 0% | 7%
5 | Cc1nc(NC(CC(C)C)C(=O)O)c2nc(C)oc2n1 (stereo not given) | -7% | -2% | -4% | 0% | 7%

item | 12-LOX inh | RXFP1 agonist | TrxR1 inh | RGS4 inhibitor
1 | -19% | . | 5% | 15%
2 | ? | -3.6% | 19%[57.1 µM] | 17%
3 | -16% | 0.3% | 16%[57.1 µM] | 30%
4 | 7% | -0.4% | 31%[activator][57.1 µM] | -17%
5 | -17% | 1.4% | 9% | 12%

Carrying on:
item | Compound | Vif-APOBEC3F blk | USP1 inh | TrxR1 substrate | Vif-APOBEC3G blk | mIDH1 inhibitor
13 | COCCN1CCN(Cc2ccc(C(=O)NC(C)C)cc2)C(=O)C1=O | -6% | -33% | -2%[57.1 µM] | -3% | 7%
14 | COc1c(Cl)ccc(Cl)c1C(=O)NCc1ccco1 | -9% | -10% | -8%[57.1 µM] | 0% | 4%
15 | C=CCN(c1ccc(C(=O)Nc2cccc([N+](=O)[O-])c2)cc1)S(C)(=O)=O | -7% | -18% | 5%[57.1 µM] | -6% | -7%
16 | Fc1ccc(-c2nc3c(-c4ccc(F)cc4)cnn3cc2CCN2CCOCC2)cc1 | 0% | -12% | 5%[57.1 µM] | -3% | -1%
17 | CC1CCCCC1NC(=O)CN1c2cccc3cccc(c23)S1(=O)=O (stereo not given) | -14% | -2% | 20% | 0% | 2%
18 | O=C(COc1ccccc1Cl)NCCC1=CCCCC1 | -16% | -19% | -8% | -8% | 6%
19 | NC(=O)C1(N2CCCCC2)CCN(C2CC(=O)N(Cc3cccs3)C2=O)CC1 (stereo not given) | -5% | -16% | 2% | 2% | 1%
20 | CC(C)(C)C(=O)Nc1cc(C(F)(F)F)ccc1-n1ccnc1 | 19% | -7% | 17% | 2% | 10%
21 | O=C1CC(c2cccc(Cl)c2)CC(O)=C1C=NC1CCCC1 (stereo not given) | 3% | -11% | -9% | 0% | 3%
22 | CCOC(=O)c1sc(NC(=O)c2c(CC)noc2C)nc1C | -1% | -22% | -5% | -3% | -3%
23 | Cc1nc(-c2ccc(F)cc2)sc1CCNC(=O)C(=O)Nc1ccc2c(c1)OCCO2 | 4% | -12% | 3%[57.1 µM] | -1% | -7%
24 | C#CCSc1cc(C(F)(F)F)nc(-c2ccccn2)n1 | -8% | -10% | 6%[11.4 µM] | -1% | 9%

item | 12-LOX inh | RXFP1 agonist | TrxR1 inh | RGS4 inhibitor
13 | -4% | 0.4% | 4%[57.1 µM] | -4%
14 | 77%[activator] | -0.7% | 38%[activator][57.1 µM] | -16%
15 | 2% | -1.6% | 25%[57.1 µM] | ?
16 | -17% | 0.9% | 6%[57.1 µM] | 11%
17 | -29% | 3.8% | 0% | 0%
18 | -5% | 0.7% | -4% | -4%
19 | -25% | 5.4% | 6% | 5%
20 | 1% | 3.8% | 42%[activator] | 14%
21 | -6% | 1.3% | -9% | -18%
22 | -8% | 1.9% | 9% | -10%
23 | -30% | 1.1% | 11%[57.1 µM] | -1%
24 | 11% | -0.5% | 18%[11.4 µM] | -25%

Remaining list, next part
item | Compound | Vif-APOBEC3F blk | USP1 inh | TrxR1 substrate | Vif-APOBEC3G blk | mIDH1 inhibitor
25 | Cc1nc2sc(C(c3ccc(Br)cc3)N3CC(C)OC(C)C3)c(O)n2n1 (stereo not given) | -16% | 2% | -4% | 2% | -4%
26 | O=C(CN(Cc1ccccc1Cl)C(=O)c1csnn1)NC1CCCC1 | 1% | 1% | 5%[0.0914 µM] | 0% | -8%
27 | O=C(Cn1nnc(-c2ccccc2F)n1)N1CCCCC1 | 3% | -20% | 5% | 0% | 10%
28 | O=C(NC1CCCCC1)c1ccc(CSc2nc3ccncc3n2Cc2ccc(F)cc2)cc1 | 3% | -9% | -3% | -5% | -20%
29 | COc1ccc(S(=O)(=O)NCCC(=O)OCC(=O)NC2CC2)cc1 | 11% | -2% | -3% | 0% | 6%
30 | S=C1NCCOCCOCCOCCOCCN1 | -15% | -9% | 8%[57.1 µM] | -1% | 7%
31 | O=c1c(-c2ccc(O)cc2)coc2c(C3O[C@H](CO)[C@@H](O)[C@H](O)[C@H]3O)c(O)ccc12 (stereo not given in full) | -3% | -9% | 35% | 5% | 0%
32 | COc1cc(OC)cc(-c2cc3nc(C)c(CCC(=O)NCc4ccccc4)c(C)n3n2)c1 | -1%&7% | ? | 40%&40%[activator] | 0%&-8% | 0%&5%
33 | O=C(COC(=O)C12CC3CC(CC(C3)C1)C2)Nc1ccccc1F | -17% | -17% | -1% | -2% | 8%
34 | O=C1ON=C(c2ccccc2)/C1=C/c1ccc(OS(=O)(=O)c2ccccc2)cc1 | -10% | -8% | -17% | -10% | -8%
35 | O=C(O)c1ccc(N2Cc3ccccc3C2)cc1O | 0% | 5% | 7% | 1% | 3%
36 | O=C(c1ccccc1NS(=O)(=O)c1ccc(Br)s1)N1CCOCC1 | -2% | -16% | 6% | -7% | 3%

item | 12-LOX inh | RXFP1 agonist | TrxR1 inh | RGS4 inhibitor
25 | 0% | -0.2% | -4% | 21%
26 | -1% | -0.9% | 3%[57.1 µM] | 3%
27 | -6% | -2.2% | 28% | 9%
28 | -8% | 0.7% | 10% | -17%
29 | -6% | . | -13% | -4%
30 | -14% | -0.8% | 14%[57.1 µM] | 11%
31 | 0% | 5.3% | 6%[57.1 µM] | -2%
32 | -1%&-15% | 10%&2.0% | 24%&82% | -33%&-1%
33 | 0% | 0.0% | 1% | 10%
34 | 18µM* | 0.1% | 2.8µM* | ?
35 | . | 5.2% | ? | -25%
36 | -10% | 0.1% | 15% | 1%

Three compounds already listed, ordered by their value in RGS4 inhibitor, rising:
nr | Molecule | RGS4 inhibitor
35 | O=C(O)c1ccc(N2Cc3ccccc3C2)cc1O | -25%
27 | O=C(Cn1nnc(-c2ccccc2F)n1)N1CCCCC1 | 9%
30 | S=C1NCCOCCOCCOCCOCCN1 | 11%

Screens deposited in PubChem BioAssay by National Center for Advancing Translational Sciences (NCATS).

A portion of the library (hit frequency here may not be typical).
